Compound activity (PubChem BioAssay)
Large T inhibition: SV40 large T antigen inhibitors, biochemical (AID 1903) | SV40 large T antigen ATPase/helicase inhibition assay; higher % means a stronger effect | one-dose inhibition, % at 20 µM; IC50 in µM for titrated hits | 310,000 tested, 0.39% active; in the data active = a potency from the dose series; inconclusive = inhibition mostly from about 32% at the one dose, without a potency; inactive = the rest, 99 in 100 with inhibition below about 32%; note: strong numbers were not always called active
Yfh1-depleted yeast: mitochondrial function rescue without frataxin homolog – Friedreich's ataxia, plus single-dose screen, dose response (AID 1465); S. cerevisiae Yfh1-off respiration, WST-1 reduction, 72 h; higher fold induction means a stronger effect; fold induction at 50 µM; hits with a dose series show EC50 in µM; 220,000 tested, 0.074% active;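 active = fold induction of absorbance versus untreated yeast above a set limit, then at least 30% activation at any dose in follow-up; inconclusive = repeats straddling the limit, or above it without dose testing; inactive = fold induction below the set limit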;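 note: activators that raise dye reduction in frataxin-depleted yeast; strong numbers were not always called active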
Dengue-2 NS5 capping: Dengue-2 NS5 methyltransferase inhibitors, primary screen, biochemical, confirmation dose response (AID 588689); Dengue-2 NS5 methyltransferase capping enzyme assay, biochemical; higher % means a stronger effect; inhibition, % at 25 µM, or IC50 in µM where a hit was titrated; 340,000 tested, 0.3% active; in the data active = a potency from the dose series; inconclusive = inhibition above about 29% without an active follow-up result
GPR35 antagonists: inhibition of zaprinast-stimulated GPR35 beta-arrestin translocation – imaging, U2OS, beta-arrestin-GFP, zaprinast agonist, primary screen (AID 2058) | U2OS GPR35 beta-arrestin-GFP translocation imaging, zaprinast antagonism; higher % means a stronger effect | one-dose inhibition, % at 10 µM; IC50 in µM for titrated hits | 290,000 tested, 0.052% active;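 active = inhibition of at least 50% with at least 30 cells and total cytoplasm GFP at most 10,000,000; inconclusive = under 30 cells or total GFP of 10,000,000 plus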
GPR55 antagonists: GPR55 antagonists blocking LPI-driven arrestin recruitment, primary screen, imaging, U2OS, beta-arrestin-GFP, LPI agonist (AID 2013) | U2OS GPR55 beta-arrestin-GFP translocation imaging, LPI antagonism; higher % means a stronger effect | inhibition, % at 10 µM, or IC50 in µM where a hit was titrated | 290,000 tested, 0.13% active;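 active = spots per cell inhibited over 60%, with over 100 cells counted and total cytoplasm intensity under 500,000; inconclusive = wells with under 100 cells, flagged as likely toxic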;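 note: U2OS cells stably carrying GPR55 and arrestin-GFP stimulated by 5 µM LPI near EC80; imaged beta-arrestin-GFP aggregate spots per cell after agonist stimulation; plate controls were LPI-stimulated DMSO wells for no effect and DMSO wells without LPI for full effect; some results filed as inactive read as strong as hits; confirmed hits need IC50 under 10 µM and bright autofluorescent wells are also inconclusive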
Rac1 GTP hydrolysis: MgcRacGAP GTPase-activating activity inhibitors, confirmation, biochemical, ADP Hunter fluorescence. MgcRacGAP-stimulated Rac1 GTP hydrolysis, ADP Hunter fluorescence; higher % means a stronger effect; GST-tagged Rac1 F28L mutant substrate. inhibition, % at 30 µM; hits with a dose series show IC50 in µM. 340,000 tested, 0.6% active;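 active = first-screen hits whose inhibition reached a set limit at any dose in the follow-up dose series; inconclusive = inhibition above the set first-screen limit but never retested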;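 note: fluorescence reports GDP produced by GAP-driven GTP hydrolysis; strong numbers were not always called active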
GPR55 activation: selective activators of receptor GPR55 – imaging, U2OS cells, beta-arrestin-GFP redistribution, primary screen (AID 1961); U2OS GPR55 beta-arrestin-GFP redistribution imaging; higher % means a stronger effect; activation, % at 10 µM; hits with a dose series show EC50 in µM; 290,000 tested, 0.048% active;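 active = activation above 40% with more than 50 cells counted in the well; inconclusive = wells holding fewer than 50 cells, flagged as toxic or sparse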;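 note: U2OS osteosarcoma cells stably expressing GPR55 and beta-arrestin-GFP; plate controls were DMSO negative control for no effect and LPI positive control for full effect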
NTR1 ag: agonists of NTR1, primary screen, imaging, U2OS cells, beta-arrestin-GFP, high content (AID 493036); 330,000 tested, 0.17% active; P30989; NTR1-U2OS beta-arrestin-GFP spot imaging, agonist mode; activation, % at 20 µM;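 active = activation at or above 40% of the spot to cytoplasm intensity ratio, with at least 20 cells analyzed; inconclusive = wells under 20 cells, flagged as cytotoxic or low count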;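 note: 0% = DMSO without peptide and 100% = 100 nM NTR1 peptide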
Target sequence (P30989 whole entry, looked up): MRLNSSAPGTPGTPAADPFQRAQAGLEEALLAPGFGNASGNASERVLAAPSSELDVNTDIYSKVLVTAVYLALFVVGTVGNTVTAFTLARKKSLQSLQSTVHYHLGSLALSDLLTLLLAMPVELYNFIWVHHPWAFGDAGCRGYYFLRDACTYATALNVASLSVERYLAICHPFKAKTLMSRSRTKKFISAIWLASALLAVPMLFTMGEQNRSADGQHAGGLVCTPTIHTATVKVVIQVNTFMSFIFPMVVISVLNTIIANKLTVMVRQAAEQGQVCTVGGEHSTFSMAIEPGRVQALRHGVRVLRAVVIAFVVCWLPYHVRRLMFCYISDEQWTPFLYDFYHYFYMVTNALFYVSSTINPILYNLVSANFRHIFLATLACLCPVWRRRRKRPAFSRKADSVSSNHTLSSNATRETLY
AID2073: disruptors of CaV2.2 binding to Mint1 – biochemical, HTRF (AID 2073); 290,000 tested, 0.19% active; HTRF protein-protein interaction, Mint1-CaV2.2; higher % means a stronger effect; inhibition, % at 20 µM, or IC50 in µM where a hit was titrated; in the data active = inhibition mostly above about 51%, no sharp cut-off; inconclusive = no clear call, values can overlap the other calls; inactive = mostly below about 53%; note: some results filed as inactive read as strong as hits
NTR1 ag cell count 20 µM: further read-out of NTR1 ag, marked with its call; cell count; measured here: cell count, cytotoxicity flag
* marks the source's active call; other numbers are inactive results; i = inactive; ? = inconclusive; . = not tested or not shown; & = joins results of further samples.

SMILES | Large T inhibition | Yfh1-depleted yeast | Dengue-2 NS5 capping | GPR35 antagonists | GPR55 antagonists | Rac1 GTP hydrolysis | GPR55 activation | NTR1 ag | NTR1 ag cell count 20 µM | AID2073
CCSC1=C(C#N)C(c2ccc(C)s2)CC(=O)N1 (stereo not drawn) | . | i | -3% | 4% | 2% | -2% | -0.3% | 0.0 | 50 | 5%
COc1ccc(CNCCC(c2ccc(F)cc2)c2ccc(OC)cc2)cc1 (stereo not drawn) | 6% | i | 2% | 0% | 1.8µM* | -2% | 0.4% | 7.3 | 40 | -1%
COCCCN1C2=C(C(=O)CC(C)(C)C2)C(c2ccc(O)c(OC)c2)C2=C1CC(C)(C)CC2=O | 6% | . | 0% | 3% | 1% | 9% | -0.2% | 0.2 | 78 | -16%
CCc1cccc2c(C(=O)C(NCCCOC)c3ccccc3)c[nH]c12 (stereo not drawn) | 28% | . | -6% | 0% | -11% | 0% | -0.2% | 0.6 | 43 | 2%
O=C(O)c1cccc(S(=O)(=O)N(Cc2ccccc2)c2ccccc2)c1 | 4% | i | -19% | -12% | -1% | 4% | -0.4% | -0.1 | 33 | 14%
CCN(CC)C(=O)CCc1nnc(CCc2c[nH]c3ccccc23)o1 | 3% | i | 1% | 4% | 9% | 4% | -0.1% | 0.4 | 94 | 0%
CN1CCN(c2ccc(NC(=O)CSc3nnnn3-c3ccccc3Cl)cc2)CC1 | 5% | . | -6% | 8% | 3% | 9% | 1.0% | 2.2 | 42 | 4%
O=C(NCc1ccccc1)c1ccc(F)c(S(=O)(=O)N2CCOCC2)c1 | 12% | i | -3% | 22% | -2% | 4% | -0.2% | -0.6 | 72 | -4%
Cc1ccc(-c2c(C)n([O-])c3c([n+]2=O)CCC3)cc1 | 5% | i | -7% | -6% | 8% | 3% | 0.2% | 1.2 | 46 | 3%
COc1ccc(CCC(=O)NNC(=O)c2cc(Cl)ccc2OC)cc1OC | 22% | . | 2% | -1% | 2% | 4% | 0.2% | 1.0 | 47 | 3%
CC(OC(=O)c1ccco1)C(=O)Nc1ccc(Cl)cn1 (stereo not drawn) | 19% | i | -3% | -9% | 4% | -1% | -1.1% | 1.0 | 70 | 18%
Cc1nn(C)cc1/C=N/NC(=O)Cn1nccc1C | 4% | i | -6% | -7% | -17% | 6% | 0.4% | 1.7 | 76 | 8%
Nc1ccc2nc(-c3ccccn3)[nH]c2c1 | ? | i | 5% | -4% | 4% | ? | 0.5% | 5.8 | 54 | 30%
CCN(C(=O)COC(=O)Cc1c[nH]c2ccccc12)C1CCS(=O)(=O)C1 (stereo not drawn) | -1% | . | 0% | 10% | -10% | 0% | 0.0% | -1.1 | 35 | -2%
COC(=O)c1c(C)[nH]c(C(=O)/C=C/c2ccccc2Cl)c1C | 8% | i | -4% | -6% | 2% | 9% | -0.1% | 2.1 | 54 | 10%
COc1ccc(/C(O)=C2/C(=O)C(=O)N(CCN(C)C)C2c2ccc(OC)c(OC)c2)c(C)c1 (stereo not drawn) | 12% | i | 5% | . | . | 4% | . | 1.6 | 29 | .
CC(=O)Nc1cc(-c2ccccc2)ccc1O | 27% | i | -5% | -13% | -5% | 6% | -0.3% | -0.6 | 78 | -2%
O=C(Cn1cnc([N+](=O)[O-])c1)c1ccc(F)cc1 | 19% | . | 0% | . | . | 7% | . | 0.0 | 88 | .
O=C(c1ccccc1)N(Nc1ccccc1)c1ccccc1 | 27% | i | . | 7% | 9% | 1% | -0.3% | 0.2 | 101 | -13%
CC1C(=NO)C(C)C(c2ccccc2)NC1c1ccccc1 (stereo not drawn) | 16% | i | -2% | 8% | 6% | 4% | 0.2% | -0.8 | 62 | 2%
O=S(=O)(/N=C(/Nc1cc(N2CCOCC2)ncn1)c1ccccc1)c1ccccc1 | 11% | i | -2% | -3% | 10% | 4% | 0.1% | 0.3 | 63 | 1%
CN1CCC(=NNC(=O)C(=O)NC2CCCC2)CC1 | 9% | . | -3% | -6% | 9% | 13% | -0.2% | -0.3 | 30 | 0%
O=C(Nc1ccc2c(c1)OCO2)N1CCN(c2ncc(C(F)(F)F)cc2Cl)CC1 | 7% | i | -5% | 11% | -12% | -4% | 0.0% | 1.9 | 60 | -44%
Cc1cc(/C=N/NC(=O)c2nn(C)cc2Cl)c(C)n1-c1cccc(Br)c1 | 6% | i | 2% | 0% | 3% | 2% | 0.6% | 0.6 | 68 | -2%

The list goes on; it opens with the 2 that closed the last part.
SMILES | Large T inhibition | Yfh1-depleted yeast | Dengue-2 NS5 capping | GPR35 antagonists | GPR55 antagonists | Rac1 GTP hydrolysis | GPR55 activation | NTR1 ag | NTR1 ag cell count 20 µM | AID2073
O=C(Nc1ccc2c(c1)OCO2)N1CCN(c2ncc(C(F)(F)F)cc2Cl)CC1 | 7% | i | -5% | 11% | -12% | -4% | 0.0% | 1.9 | 60 | -44%
Cc1cc(/C=N/NC(=O)c2nn(C)cc2Cl)c(C)n1-c1cccc(Br)c1 | 6% | i | 2% | 0% | 3% | 2% | 0.6% | 0.6 | 68 | -2%
CCc1ccc(C2=CC(c3cc(Br)ccc3F)n3ncnc3N2)cc1 (stereo not drawn) | 9% | i | -3% | 6% | -14% | 2% | 0.5% | 1.6 | 75 | 33%
CCOc1ccc2c(c1)C(N(CCN1CCOCC1)C(=O)Nc1ccc(OC)cc1OC)CC(C)(C)O2 (stereo not drawn) | 10% | i | -6% | -12% | 8% | 6% | 0.5% | -1.1 | 54 | -10%
Cc1cccc(NC(=O)c2cccnc2)c1C | 23% | . | -2% | 0% | 11% | 7% | -0.1% | 2.0 | 69 | -4%
COc1ccc(C(Nc2ccccn2)c2c(NC(=O)c3ccco3)sc(C)c2C)cc1 (stereo not drawn) | 14% | i | -6% | -1% | 3% | 16% | -0.6% | 1.4 | 85 | 14%
COc1cc(/C=C(\C#N)C(=O)NCCc2ccccc2)cc(OC)c1O | 23% | i | -118% | -8% | -2% | 27% | -0.6% | 0.0 | 32 | -20%
CC(C)C(=O)NC(NC(=S)NC1CCS(=O)(=O)C1)C(Cl)(Cl)Cl (stereo not drawn) | 7% | i | -1% | 2% | 5% | 3% | 0.1% | -0.2 | 46 | -8%
CCn1c(C)cc(C=C2C(=O)c3ccccc3C2=O)c1C | 2% | i | 20% | -6% | -1% | 8% | -0.1% | . | . | 6%
CCOC(=O)c1ccc(NC(=O)Cn2cccc2)cc1 | 15% | i | 1% | 2% | 6% | -5% | -0.1% | 0.5 | 69 | -8%
CCOc1ccc(C(=O)Nc2ccc3c(c2)OCO3)cc1OCC | 4% | i | -3% | 0% | 6% | 4% | -0.1% | -1.6 | 45 | -3%
COc1ccc(C(=O)NC(=S)N2CCNC(=O)C2)cc1Br | 3% | i | -11% | 5% | 3% | 13% | -0.1% | 0.6 | 60 | 4%
CCCCCn1c(N)c(-c2nc3ccccc3o2)c2c([N+](=O)[O-])nn(C)c(=O)c21 | 2% | i | 2% | 3% | -3% | 13% | 0.3% | . | . | 30%
Cc1cc(C)n2nc(C(=O)Nc3cccc(S(=O)(=O)N4CCCC4)c3)nc2n1 | 9% | i | 0% | 8% | 18% | 10% | -0.1% | 0.5 | 63 | -2%
O=C(CCN1C(=O)c2ccccc2S1(=O)=O)Nc1ccc(F)c([N+](=O)[O-])c1 | 11% | . | -6% | . | . | 11% | . | 2.0 | 54 | .
Cc1ccc2c(c1)N(C(=O)CCC(=O)N1CCC(C(N)=O)CC1)CCO2 | 16% | . | -3% | -4% | 5% | 0% | -0.1% | -1.4 | 78 | 2%
CCN(CC)CCCN=C(N)N | 2% | i | . | 3% | -5% | . | -0.2% | 0.2 | 53 | 8%
COc1cc(C=O)ccc1Oc1nnnn1-c1ccccc1 | 14% | i | -1% | 8% | -2% | 13% | 0.9% | 0.8 | 56 | 10%
COc1cc(C(=O)Nc2ccc(Br)cc2C(=O)c2cc(OC)c(OC)c(OC)c2)cc(OC)c1OC | 15% | i | -2% | -12% | -12% | 8% | -0.4% | . | . | 16%
COc1cc(O)c(C(CCN2CCN(c3ccccc3)CC2)c2ccc(N(C)C)cc2)c(OC)c1 (stereo not drawn) | 8% | i | 0% | 29% | 19% | 11% | -0.1% | -2.3 | 67 | 17%
COc1ccc(N2CCN(C(=O)c3oc4ccccc4c3C)CC2)cc1 | 21% | i | -2% | 12% | 10% | 24% | 0.5% | 2.9 | 50 | 0%
COc1ccc(-c2cc(C(F)(F)F)nc(N3CCN(c4ccc(F)cc4)CC3)n2)cc1OC | -1% | . | 2% | 2% | -8% | 7% | -0.1% | . | . | -6%
CN1CCN(C2=Cc3cc(Cl)ccc3Sc3cc(F)ccc32)CC1 | -5% | i | 2% | -3% | 26% | 9% | -0.4% | 8.2 | 58 | ?
c1ccc2[nH]c(-c3ccncc3)nc2c1 | -21% | i | -6% | -4%&-4% | -4%&4% | 11% | 0.6%&0.2% | 0.0 | 59 | 46%&9%
CC(C)Oc1cc(NC(=O)CSCC(=O)Nc2cccc(C(F)(F)F)c2)c(Cl)cc1Cl | 18% | i | -3% | -6% | 15% | 8% | 0.1% | 26 | 50 | -3%
CCC(C)NC(=O)C1CCCN(C(=O)NC2CCCCC2)C1 (stereo not drawn) | 13% | i | 0% | 5% | 14% | 5% | -0.1% | -0.8 | 95 | -7%
CC(OC(=O)c1ccc2c(=O)n3c(nc2c1)CCCCC3)C(=O)Nc1ccc(Cl)cn1 (stereo not drawn) | 10% | i | 4% | 14% | -3% | 9% | 0.3% | 0.9 | 79 | 1%
CCCc1cc(-c2ccc(O)c(OCC)c2)c(C#N)c(N)n1 | 22% | i | -11% | 2% | 24% | -1% | 0.0% | -3.4 | 9 | 25%
COc1ccc(N2C(=O)c3cc4ccccc4cc3C2=O)cc1 | 5% | . | -4% | 51% | -1% | 7% | -0.1% | -0.2 | 93 | 4%
O=C(CSc1ncn[nH]1)NCc1ccccc1Cl | 2% | . | 5% | 1% | -5% | -1% | -0.1% | 0.7 | 43 | -5%
Cn1cccc1Cc1nnc(SCC(=O)NC2CCCC2)n1CCc1ccccc1 | 6% | i | -12% | -9% | -2% | -6% | -0.1% | -0.7 | 69 | -4%
COc1ccc(CCn2c(=N)c(S(=O)(=O)c3ccc(C)cc3)cc3c(=O)n4ccccc4nc32)cc1 | 27% | . | ? | 1% | 8% | 7% | -0.2% | 2.5 | 51 | 30%
Cc1ccc(OCCCCc2c(C)n[nH]c2C)cc1 | 6% | . | -4% | 22% | 5% | 4% | -0.3% | 1.9 | 62 | 12%
